Screening data from PubChem BioAssay.
LEDGF integ inh: blocks HIV-1 LEDGF/p75-dependent DNA integration. TR-FRET IN-LEDGF/p75 DNA integration, Eu/Cy5. inhibition, % at 3.7 µM. 370,000 tested, 0.64% active;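 active = inhibition above the screen-wide mean plus 3 SD, cut at about 13% in these data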;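 also: signal is the Cy5 over europium emission ratio at 671 and 618 nm; 0% = plate median of compound wells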
MBD2 inh: MBD2-methylated oligo binding inhibition; TR-FRET, MBD2 binding to methylated oligonucleotide; inhibition, % at 4.4 µM; 370,000 tested, 0.31% active; AID 686964; in the data active = inhibition above about 13%
TCR CD3 inh: human TCR-CD3 binding inhibition; AID 651800; TAMRA-labeled TCR probe fluorescence, biochemical; 360,000 tested, 0.37% active; inhibition, % at 9.4 µM; in the data active = inhibition above about 19%;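 also: recombinant mutant TCR 2C K166C tagged with TAMRA read by polarization; 0% = receptor in buffer alone and 100% = receptor with positive control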
proKLK7 act: activates the human kallikrein-7 zymogen; P49862; activation, % at 7 µM; 370,000 tested, 0.9% active; purified proKLK7, EDANS-DABCYL substrate fluorescence; 100% is mature enzyme control, 0% vehicle;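 active = activation above the mean of all tested compounds plus 3 SD, computed per campaign excluding outliers beyond control limits, cut at about 13% in these data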
Target sequence (P49862 whole entry, looked up): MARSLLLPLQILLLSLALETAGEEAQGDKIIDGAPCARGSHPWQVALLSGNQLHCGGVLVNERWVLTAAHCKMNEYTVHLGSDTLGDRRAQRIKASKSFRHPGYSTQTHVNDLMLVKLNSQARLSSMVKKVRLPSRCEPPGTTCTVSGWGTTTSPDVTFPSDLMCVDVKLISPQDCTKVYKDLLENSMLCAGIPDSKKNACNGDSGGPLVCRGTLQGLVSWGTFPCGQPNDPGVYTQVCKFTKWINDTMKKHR
TDP2 absorb: blocks human TDP2 phosphodiesterase activity | O95551 | recombinant TDP2, T5PNP hydrolysis, p-nitrophenol absorbance 415 nm | inhibition, % at 12.8 µM | 370,000 tested, 0.34% active | AID 720702;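 active = inhibition above the mean of all tested compounds plus 3 SD, set per campaign, cut at about 25% in these data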;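 also: 0% = DMSO with enzyme and 100% = buffer with substrate but no TDP2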
Target sequence (O95551 whole entry, looked up): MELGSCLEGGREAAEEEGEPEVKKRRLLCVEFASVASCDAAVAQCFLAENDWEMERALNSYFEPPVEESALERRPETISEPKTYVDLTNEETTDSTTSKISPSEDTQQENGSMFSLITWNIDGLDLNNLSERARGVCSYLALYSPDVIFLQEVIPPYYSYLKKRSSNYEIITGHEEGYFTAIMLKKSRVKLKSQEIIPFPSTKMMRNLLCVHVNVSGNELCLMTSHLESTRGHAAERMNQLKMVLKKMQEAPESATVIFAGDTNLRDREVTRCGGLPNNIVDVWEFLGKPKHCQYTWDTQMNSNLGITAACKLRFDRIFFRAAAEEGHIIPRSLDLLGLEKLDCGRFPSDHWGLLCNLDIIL
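Test system: human TDP2 enzyme; Input: 120 nM TDP2 per well; Buffer or medium: Mg2+-containing Tris-HCl buffer, pH 7.5; Reagent: 5 mM T5PNP; Dosing: 12.8 µM single point, 1% DMSO; Incubation: reaction 2 h, 37 °C; Detection: p-Nitrophenol epi absorbance; Read-out: % inhibition relative to enzyme-containing and enzyme-free wells; Replicates: single well per compound.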
Tn7 DDE FP: DD(E)-Tn7 binding inhibition, primary FP screen; FP displacement of FITC-Tn7 peptide from fibrin DD(E); 0% = median of compound wells per plate; inhibition, % at 8.3 µM; 370,000 tested, 0.13% active;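 active = inhibition above the mean of compounds falling within the control limits plus 3 SD of them, cut at about 14% in these data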;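 also: 0% = plate median of compound wells and 100% = 10 µM Aha-Tn7 peptide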
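Also added: labelled Tn7 tracer, 0.1 µM; Assay system: human fibrin DD(E) protein; Amount: 2 µM fibrin DD(E); Schedule: 10 min compound pre-incubation, 3 h probe incubation at room temperature; Repeats: one replicate per compound; Read-out basis: percent inhibition; Measured by: fluorescence polarization of the labelled Tn7 tracer.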
PRMT1 inh: inhibitors of human PRMT1; recombinant PRMT1, activity-based probe fluorescence polarization; inhibition, % at 2.79 µM; 370,000 tested, 1.3% active; AID 652257; Q99873;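 active = inhibition above about 21% made by adding two undisclosed values, limit read from the data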
Target sequence (Q99873 whole entry, looked up): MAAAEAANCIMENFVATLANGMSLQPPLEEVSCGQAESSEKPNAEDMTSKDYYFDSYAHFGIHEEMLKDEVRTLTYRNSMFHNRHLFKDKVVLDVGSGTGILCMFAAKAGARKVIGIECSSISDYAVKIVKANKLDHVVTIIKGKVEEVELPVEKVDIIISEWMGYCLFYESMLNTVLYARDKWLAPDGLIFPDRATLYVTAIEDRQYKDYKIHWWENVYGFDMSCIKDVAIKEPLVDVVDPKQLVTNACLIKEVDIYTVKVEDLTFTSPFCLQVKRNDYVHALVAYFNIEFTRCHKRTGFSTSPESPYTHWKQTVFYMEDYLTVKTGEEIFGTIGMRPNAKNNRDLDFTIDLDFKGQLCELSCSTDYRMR
UHRF1 binding: UHRF1 methyl-DNA binding inhibition. Q96T88. UHRF1 binding to methylated oligo, TR-FRET. inhibition, % at 4.4 µM. 370,000 tested, 0.75% active; in the data active = inhibition above about 21%;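 also: UHRF1 SRA domain binding a hemimethylated CpG hairpin DNA probe; 0% = median of test compound wells and 100% = reference inhibitor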
DDE Tn6 FP inh: DD(E)-Tn6 binding inhibition, primary FP screen. P02675. 370,000 tested, 0.21% active. Fibrin DD(E) TRITC-Tn6 fluorescence polarization displacement. inhibition, % at 8.3 µM;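 active = inhibition above a per-campaign cutoff: mean of compounds within control limits plus 3 SD, cut at about 15% in these data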;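 also: 0% = median of all compound wells on the plate and 100% = blocking peptide control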
SIAE inh: blocks human sialic acid acetylesterase | SIAE FP-Rh probe binding, fluorescence polarization | inhibition, % at 9.66 µM | 370,000 tested, 0.69% active | AID 1053197;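 active = inhibition above a cutoff: mean of compounds within the control limits plus 3 SD of those, cut at about 17% in these data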;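 also: 0% = plate median of compound wells and 100% = probe without SIAE protein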
Active calls of the source: *; · = not tested or not shown.

LEDGF integ inh	Tn7 DDE FP	smiles	TCR CD3 inh	MBD2 inh	PRMT1 inh	TDP2 absorb	DDE Tn6 FP inh	SIAE inh	proKLK7 act	UHRF1 binding
-1	-4	O=C(NNC(=O)[C@@H]1CCCC[C@@H]1C(=O)O)c1cccs1	0	-5	0	-4	-1	1	0.1	0
5	6	OCCCNc1cc(-c2ccccc2)nc2cc(-c3ccc(F)cc3)nn12	6	4	3	-1	-11	-8	-38	-3
4	-4	Cc1cccc(NC(=O)C2CCN(c3nnc(-n4cccc4)s3)CC2)c1C	·	4	-4	-8	-1	2	0.0	1
3	5	Cn1c(=O)c(=O)n(C)c2cc(S(=O)(=O)N3CCc4ccccc43)ccc21	3	-5	-2	1	6	-2	0.8	-2
1	1	Cc1cc2c(C)nc(N/N=C/c3ccc(F)cc3)nc2o1	4	4	4	-8	-4	3	1.0	0
1	3	COC(=O)C1CN(CCc2ccccc2)CCS(=O)(=O)N1Cc1cccc(Cl)c1 (centres undefined)	·	3	5	7	-1	-1	-0.1	1
3	0	Cc1onc(-c2c(F)cccc2Cl)c1C(=O)Nc1cc(S(=O)(=O)N2CCCCC2)ccc1O	-4	5	8	-15	-10	-2	0.1	8
-1	-3	CC(C)C(C(=O)NCc1ccco1)N(Cc1ccco1)C(=O)CNS(=O)(=O)c1ccccc1 (centres undefined)	-1	6	7	-2	1	-2	0.6	1
-2	-10	Cc1ccc(CCC(=O)Nc2ccc(S(N)(=O)=O)cc2)o1	2	3	9	-1	-3	0	-0.3	1
-4	2	CC(=O)Oc1ccc2cc(-c3cccnc3)c(=O)oc2c1	2	0	-1	5	6	3	266*	-2
-5	5	COCCNC(=O)CN1C(=O)CSc2ccc(S(=O)(=O)N3CCOCC3)cc21	6	1	0	-12	2	5	0.3	5
5	-7	Cc1oc(C)c2c(=O)ccc3c(c12)OC(N)=C(C#N)C3c1ccc(F)cc1 (centres undefined)	-1	-1	6	2	-3	2	-0.2	-5
-2	0	CCOC(=O)c1sc(NC(=O)c2ccc(S(=O)(=O)N3CCOCC3)cc2)nc1-c1ccccc1	-5	-1	2	-6	0	-15	-0.5	3
0	-2	O=[N+]([O-])c1cccc(S(=O)(=O)NCCCn2ccnc2)c1	4	3	0	-6	2	4	-0.1	1
2	1	O=C1CCC[C@@H]2CC(Nc3ccc(F)cc3F)C[C@@H]3CCN1[C@H]23 (some centres undefined)	4	-3	6	-5	-2	3	-0.5	1
0	7	Cc1cc2c(nc1C)CCCN2Cc1ccccn1	39*	1	19	8	7	12	15*	-4
1	4	CC(NC(=O)Nc1nnc(C(F)(F)F)s1)(C(F)(F)F)C(F)(F)F	-7	7	0	-4	1	4	-0.5	1
4	3	O=c1[nH]c(N/N=C/c2ccc(O)cc2)nc2ccccc12	0	-4	-1	5	-1	4	-35	-3
0	-4	COc1ccc(S(=O)(=O)Nc2cccc3c2O[C@H](CN(C)Cc2ccc(Cl)c(Cl)c2)[C@@H](C)CN([C@H](C)CO)C3=O)cc1	4	0	1	7	2	-1	-0.1	2
-7	2	C=CCNc1cnn(-c2ccccc2)c(=O)c1Cl	-1	-2	5	-4	-2	-2	-0.7	2
1	0	Cc1cc(C)c2oc(C(=O)Nc3ccc(S(=O)(=O)Nc4nccs4)cc3)cc(=O)c2c1	11	-4	-2	5	-12	-31	0.3	0
-1	4	COc1ccc(OC)c(S(=O)(=O)N2CCC(C(=O)NCc3ccccc3)CC2)c1	7	0	0	-5	-3	-8	-0.1	-1
1	6	O=C(CCCNC(=O)c1ccc(Cl)cc1)Nc1ncccc1O	8	3	-3	-4	-3	3	0.4	0
8	-2	CCC(=O)N(C)CCc1cc2c(c(OC)c1/C=N/NC(=O)c1ccc(Br)cc1)OCO2	3	-9	-1	-3	5	6	-0.3	-5
5	-2	COc1ccccc1-c1nnc(SCC(=O)N2CCOCC2)o1	-3	1	-3	-22	11	7	-0.4	3
-2	-2	COc1cccc(NC(=O)CN(C)C(=O)CCc2nc3sc4c(c3c(=O)[nH]2)CCCC4)c1	-1	-5	1	6	4	-10	-0.7	0
-4	-2	COc1cccc(C(=O)Oc2cc(C)[nH]c(=O)c2[N+](=O)[O-])c1	-14	7	6	-10	2	-3	-0.2	5
-1	2	CS(=O)(=O)c1ccc(NC(=O)C2CC(=O)N(c3ccc4c(c3)OCCO4)C2)cc1 (centres undefined)	-1	6	2	-3	-2	4	-0.1	3
-2	0	C=C(Br)Cn1c(CCCC)nc2ccccc21	7	-6	-3	8	2	0	0.4	2
2	10	Cc1c(CCC(=O)O)c(=O)oc2cc(OCc3cccc(Cl)c3)ccc12	-2	-2	-1	-4	6	-12	0.9	-3
3	6	CCCC(=O)Nc1cccc(Oc2ccc3c(c2)C(=O)NC3=O)c1	2	2	4	-2	5	-11	-0.4	2
-1	-3	O=C(CCn1ccc2cc(S(=O)(=O)N3CCCC3)ccc21)NCCc1ccccc1	-6	-1	1	2	-7	5	0.4	0
1	-2	O=C(Nc1ccc(CN2CCCCC2)cc1)c1ccc2c(c1)OCO2	3	-4	-4	8	-6	3	0.2	0
3	-5	COCC(=O)N[C@H]1CC[C@@H](CC(=O)OC)O[C@@H]1CO	-4	-1	0	8	-4	1	0.6	1
-4	5	CCC(=O)NC(NC(=S)Nc1ccc(S(N)(=O)=O)cc1)C(Cl)(Cl)Cl (centres undefined)	2	1	1	-6	2	6	0.4	-1
-1	6	O=C1c2ccccc2C(=O)N1CCCCN(C(=O)c1ccc(Cl)s1)c1ccc(Cl)cc1	7	-6	0	9	1	6	0.0	3
1	-3	CC(C)Oc1ccc(CCN=C(N)N=C(N)N)cc1Cl	7	2	-1	5	-1	3	-0.2	-1
3	1	CCCCOc1ccc(Cl)cc1CSc1n[nH]c(C)n1	5	-7	1	6	6	5	-0.5	0
42*	7	O=C(CN1CCN(S(=O)(=O)c2ccc(Br)cc2)CC1)c1ccc(O)c(O)c1	9	-4	2	1	-4	8	0.1	1
6	-4	Cc1c(C(=O)O)c(C(=O)O)c2n1CCS2	1	0	1	7	7	0	0.0	-3
4	-2	CC(C)(C)N(Cc1ccccc1)C(=O)COC(=O)c1cccc([N+](=O)[O-])c1	-1	2	-5	5	1	11	0.2	-3
0	-4	Cc1cc(=O)[nH]c2c1c(C)nn2C1CCCC1	2	4	-1	0	2	2	-0.6	4
2	3	Cc1c(C(=O)NNC(=O)c2csc(N3CCOCC3)n2)cccc1[N+](=O)[O-]	5	0	-2	9	-1	-5	-0.3	-1
-3	-2	O=C(NCc1ccc(F)cc1)C(c1ccccc1)N(CC1CCCO1)C(=O)Cn1nnc2ccccc21 (centres undefined)	4	-2	1	-1	-5	3	-0.9	-1
-1	-7	CCC/C(C#Cc1cc(OC)cc(OC)c1)=C1/c2ccccc2C(=O)N1c1ccccc1	2	2	1	-4	-9	-2	-1.3	-3
3	5	O=c1n(Cc2ccccc2F)c2ccccc2n1Cc1ccccc1F	-2	3	-2	-3	-4	-2	-0.2	0
-2	-4	CC(C)NC(=O)C1(C)CCN1C(=O)c1c(F)cccc1F (centres undefined)	0	4	2	7	-4	3	-0.7	1
-6	-1	CCOC(=O)N1CCN(c2ccc([N+](=O)[O-])cc2)CC1	-3	2	5	-12	-3	-7	0.2	4
2	-1	O=C1CC[C@@H](C(=O)N2CSC[C@@H]2C(=O)Nc2cccc(C(F)(F)F)c2)N1	2	2	3	1	11	0	-0.4	1
0	-3	O=S(=O)(NCCSc1ccc(Cl)cc1)c1ccc2c(c1)OCCO2	-5	-1	-2	12	2	1	-1.0	-1

(next part)
LEDGF integ inh	Tn7 DDE FP	smiles	TCR CD3 inh	MBD2 inh	PRMT1 inh	TDP2 absorb	DDE Tn6 FP inh	SIAE inh	proKLK7 act	UHRF1 binding
-1	4	COc1ccc(CCN2C(=O)CSC2c2ccc(F)cc2)cc1 (centres undefined)	-14	7	7	-8	-4	-13	-0.7	2
4	-3	Cc1ccc(C(=O)N2CCC(N3CCC(C(=O)N4CCOCC4)CC3)CC2)cc1C	4	-1	-4	3	-3	2	-0.6	-2
4	-11	COc1ccc(C(=O)NCC(=O)O)cc1	5	-6	0	0	1	3	-1.1	2
2	6	COc1ccccc1N1CCN(C(=O)c2cccc(N3C(=O)NC4CC3(C)Oc3c(OC)cccc34)c2)CC1 (centres undefined)	-1	-9	-1	6	1	5	0.5	-2
-2	-3	N#Cc1ccc(OCC(=O)Nc2ccccc2NS(=O)(=O)c2cccs2)cc1	-2	1	-3	4	2	4	0.2	-4
3	1	O=S(=O)(c1ccc(F)cc1)N1CCCC(CO)C1 (centres undefined)	-8	-2	0	9	8	1	-0.1	6
-1	0	CCOc1ncccc1C(=O)OCC(=O)NCCc1ccccc1	5	1	-2	2	-3	4	-0.3	-3
-3	1	O=C(Nc1ccc2ccccc2c1)c1ccccc1F	-2	-4	2	1	4	-4	0.6	-1
0	4	COC(=O)c1c(C)oc(C)c1S(=O)(=O)NCc1ccc(Cl)cc1	-4	4	-1	14	1	-5	0.5	0
-3	-4	COc1ccc(NC(=O)/C(C#N)=C\c2ccc(OCc3ccc(C(=O)O)cc3)c(OC)c2)cc1	-2	0	-1	-8	1	-5	0.0	-2
0	-3	O=C(COC(=O)/C=C/c1ccc(C(F)(F)F)cc1)NCC1CCCO1 (centres undefined)	7	5	1	-1	-2	-4	0.3	0
-3	0	Nc1nc2ncc(C(=O)c3cc(F)ccc3O)cc2s1	-1	7	-3	17	-2	-5	0.4	22*
2	5	CCCSC1=C(C#N)C(c2cccs2)C(C(=O)Nc2ccccc2)=C(C)N1 (centres undefined)	-3	-4	0	-4	0	-30	-3.0	0
-1	-10	Nc1[nH]c(C(=O)c2ccccc2)c(-c2ccncc2)c1C(=O)NCCc1c[nH]c2ccccc12	3	-2	-2	-4	1	8	0.8	-4
-3	3	COC(=O)c1oc2ccccc2c1N	6	-1	-2	-10	-5	-6	-0.4	-2
2	6	Cc1[nH]ncc1-c1ccccc1Cl	-2	2	-5	-3	10	6	0.3	1
0	6	Clc1ccc(NCc2nncn2-c2ccccc2)cc1	3	-1	-1	4	-3	-1	0.2	-1
1	-1	O=C(Nc1ccc(NC(=O)c2cccs2)cc1)c1ccccc1	-2	6	-2	-5	4	6	2.2	-1

Retrieved by compound from the entries so far, 2 records:
LEDGF integ inh	Tn7 DDE FP	smiles	TCR CD3 inh	MBD2 inh	PRMT1 inh	TDP2 absorb	DDE Tn6 FP inh	SIAE inh	proKLK7 act	UHRF1 binding
4	-3	Cc1ccc(C(=O)N2CCC(N3CCC(C(=O)N4CCOCC4)CC3)CC2)cc1C	4	-1	-4	3	-3	2	-0.6	-2
1	-1	O=C(Nc1ccc(NC(=O)c2cccs2)cc1)c1ccccc1	-2	6	-2	-5	4	6	2.2	-1

proKLK7 act, hit marks shown above.
LEDGF integ inh	Tn7 DDE FP	smiles	TCR CD3 inh	MBD2 inh	PRMT1 inh	TDP2 absorb	DDE Tn6 FP inh	SIAE inh	proKLK7 act	UHRF1 binding
-4	2	CC(=O)Oc1ccc2cc(-c3cccnc3)c(=O)oc2c1	2	0	-1	5	6	3	266*	-2
0	7	Cc1cc2c(nc1C)CCCN2Cc1ccccn1	39*	1	19	8	7	12	15*	-4
